# From PubChem
# NR3A LBD binder – modulates the human NR3A ligand-binding domain | Tm shift relative to glycine control, % at 25 µM | AID 1259313 | 2.5% of 340,000 active | NR3A LBD differential scanning fluorimetry, Tm shift; 0% = protein alone, 100% = glycine-bound protein;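 active = melting temperature shift of at least 10% of the positive control shift, at one fixed dose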
# SENP8 inh – inhibitors of human SENP8 protease. Q96LD8. recombinant SENP8, Nedd8 substrate fluorescence. inhibition, % at 20 µM. 0.64% of 360,000 active; in the data active = inhibition mostly above about 40%, no sharp cut-off; inactive = mostly below about 27%
# PfGluPho inh – PfG6PD (Plasmodium falciparum) enzyme inhibition. inhibition, % at 20 µM. 0.78% of 350,000 active. PfGluPho enzyme, NADPH resazurin-diaphorase fluorescence. AID 504690;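 active = inhibition reaching at least a set limit at 20 µM in the primary screen, cut at about 59% in these data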;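 note: 0% = DMSO wells with substrate and 100% = DMSO wells lacking glucose-6-phosphate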
# hIAP activ – human IAP activation. purified human IAP, CDP-Star luminescence, 30 min; hits give high values; 1 = vehicle-only enzyme, 0 = enzyme-free background. activation factor at 10 µM. 0.16% of 330,000 active. AID 2524;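 active = activation factor of the enzyme at least 2-fold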; note: the source names both 10 and 20 µM as test concentration; values of inactives mirror those of a sister screen read the other way
# ATG4B inhibitor – ATG4B (human) cysteine protease inhibition | ATG4B cleavage of LC3-PLA2, NBD-HPC fluorescence, 1 h | inhibition, % at 8.33 µM | 0.51% of 340,000 active | AID 504462; in the data active = inhibition above about 40%
# Target sequence (Q9Y4P1 whole entry, looked up): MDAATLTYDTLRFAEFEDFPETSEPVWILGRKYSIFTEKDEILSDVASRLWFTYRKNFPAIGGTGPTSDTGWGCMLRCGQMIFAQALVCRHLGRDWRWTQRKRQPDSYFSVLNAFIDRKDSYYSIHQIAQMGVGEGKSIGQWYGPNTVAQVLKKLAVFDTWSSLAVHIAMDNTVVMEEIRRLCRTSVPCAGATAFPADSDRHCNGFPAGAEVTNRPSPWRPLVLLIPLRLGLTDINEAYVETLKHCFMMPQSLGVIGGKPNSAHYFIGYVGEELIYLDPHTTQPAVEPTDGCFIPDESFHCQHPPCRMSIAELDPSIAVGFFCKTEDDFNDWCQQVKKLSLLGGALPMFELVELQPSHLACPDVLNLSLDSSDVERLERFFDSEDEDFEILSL
# SENP1 inh – blocks the human SENP1 SUMO protease catalytic domain | recombinant SENP1 catalytic domain, CyPet-SUMO1-YPet FRET cleavage | inhibition, % at 10 µM | 0.21% of 360,000 active | AID 624204;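 active = inhibition at least 30% at 10 µM, raw YFP signal under a set limit, fluorescence ratio 0.5 to 1.5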;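 note: 0% = enzyme with DMSO and 100% = no enzyme wells; some results filed as inactive read as strong as hits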
#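 system = hSENP1 catalytic domain, recombinant | reagent = SFCypet-SUMO1-SFYpet substrate at 25 nM | doses = one dose per compound, 10 µM, 0.5% DMSO | incubation = enzyme reaction for 50 min at room temperature, dark | measured by = FRET, CFP and YFP emission | controls = no-enzyme low, enzyme-DMSO high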
# SENP6 block – inhibitors of human SENP6 protease | Recombinant SENP6 catalytic domain, aminoluciferin luminescence | 1.8% of 330,000 active | Q9GZR1 | inhibition, % at 10 µM;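 active = inhibition above about 50% at the single tested dose, limit read from the data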;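 note: plate controls were DMSO wells with enzyme for no effect and DMSO wells lacking enzyme for full effect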
# Target sequence (Q9GZR1 628-1112 limits assumed): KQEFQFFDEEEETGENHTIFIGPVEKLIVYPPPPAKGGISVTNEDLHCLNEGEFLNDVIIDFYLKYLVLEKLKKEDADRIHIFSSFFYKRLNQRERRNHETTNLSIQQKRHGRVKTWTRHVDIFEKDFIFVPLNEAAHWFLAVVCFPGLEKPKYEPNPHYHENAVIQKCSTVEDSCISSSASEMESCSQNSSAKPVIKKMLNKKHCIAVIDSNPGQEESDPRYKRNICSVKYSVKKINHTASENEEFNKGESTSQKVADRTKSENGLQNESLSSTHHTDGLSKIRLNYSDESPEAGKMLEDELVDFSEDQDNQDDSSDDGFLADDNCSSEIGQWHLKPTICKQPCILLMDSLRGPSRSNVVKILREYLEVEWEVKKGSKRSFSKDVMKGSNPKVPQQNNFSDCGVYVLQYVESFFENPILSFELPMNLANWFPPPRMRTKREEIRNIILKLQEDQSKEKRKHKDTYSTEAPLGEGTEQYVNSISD
# MPTP inh – permeability transition pore inhibition. isolated mouse mitochondria, Ca2+ swelling absorbance, 30 min. inhibition, % at 10 µM. 1.4% of 360,000 active;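 active = inhibition of 50% or more, scaled per plate between neutral and stimulator controls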;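 note: 0% = DMSO wells given calcium and 100% = 1 mM EGTA wells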
# * hit, by the source's call; · = no result given.
SMILES,NR3A LBD binder,SENP8 inh,PfGluPho inh,hIAP activ,ATG4B inhibitor,SENP1 inh,SENP6 block,MPTP inh
Cc1ccc(NC(=O)COc2ncnc3ccccc23)cc1S(=O)(=O)N1CCOCC1,-11,17,-8,1.1,8,4,-7,-0.2
COc1cccc(/C=N/NC(=O)CSCC(=O)Nc2ccccc2)c1O,-4,-40,-30,1.8,-5,-2,-3,-0.1
CC1CCC2(CC1)NC(=O)N(NC(=O)c1cccs1)C2=O (stereo not drawn),1,12,0,1,-9,2,-17,-3.5
O=P(O)(c1ccc(Cl)cc1)c1ccc(Cl)cc1,0,33,7,1,-11,1,-11,-0.1
O=C1CN2C(=Nc3ccc(Br)cc3C2c2ccccc2)CCN1 (stereo not drawn),1,5,-15,1.1,-10,-1,-2,1.5
COc1cccc(CC(=O)NC2CCSc3ccccc32)c1 (stereo not drawn),-2,-239,-13,0.87,4,0,-6,-1.3
O=C(Nc1ccc(F)cc1)Nc1cccnc1Cl,-24,16,-10,1.2,2,-1,81*,1.5
COc1ccc(/C=C/c2ccc3cccc(O)c3n2)cc1Br,37*,-52,-9,1.1,1,2,44,2.2
COc1cccc(-c2cc(N3C(=O)Nc4ccccc4N3O)n[nH]2)c1,1,9,-1,1,-3,2,-5,1.1
CCn1c(O)c(/C=C2\C=NN=C2c2ccc(C)cc2)sc1=S,12*,39,-6,1.1,-1,-19,4,3.0
CCCc1cc(=O)oc2c3c(cc(OCC(=O)NCC4CCC(C(=O)O)CC4)c12)OC(C)(C)CC3 (stereo not drawn),-4,-205,-10,0.97,-20,1,-8,0.5
COc1ccc(S(=O)(=O)NCC2CCCN(C(=O)C=C(C)C)C2)cc1 (stereo not drawn),2,4,-8,1.1,3,3,-6,-0.7

# Brought forward from above: 2 entries; new compounds follow.
SMILES,NR3A LBD binder,SENP8 inh,PfGluPho inh,hIAP activ,ATG4B inhibitor,SENP1 inh,SENP6 block,MPTP inh
CCCc1cc(=O)oc2c3c(cc(OCC(=O)NCC4CCC(C(=O)O)CC4)c12)OC(C)(C)CC3 (stereo not drawn),-4,-205,-10,0.97,-20,1,-8,0.5
COc1ccc(S(=O)(=O)NCC2CCCN(C(=O)C=C(C)C)C2)cc1 (stereo not drawn),2,4,-8,1.1,3,3,-6,-0.7
NC1=NS(=O)(=O)NC1c1ccc(Br)cc1 (stereo not drawn),0,13,-9,1,-1,0,2,-1.7
Cc1cc(NC(=O)CSc2nc(-c3ccc(Cl)cc3)cs2)no1,-1,12,-13,0.98,5,0,-9,5.4
CC(CCc1ccccc1)NC(=O)CN1CCN(Cc2ccccc2)C1=O (stereo not drawn),1,10,4,0.91,1,3,-3,-1.5
Cc1cc2c(N)cccc2nn1,-3,114*,100*,0.91,16,15,91*,7.0
CCOC(=O)CNC(=O)CSc1ncnc2c1cnn2-c1ccc(OC)cc1,1,3,3,0.89,-2,0,70*,-0.1
COc1cccc(-c2cc(C(=O)Nc3ccc4c(c3)OCO4)no2)c1,15*,-22,-7,1,5,0,-8,2.2
CCOc1ccc(NC(=O)CN(C)C(=O)C2CC(=O)N(c3cccc(SC)c3)C2)cc1OCC (stereo not drawn),0,-4,4,·,-50,1,·,-1.1
COc1cccc(/C=C/c2ccncc2)c1OC,4,-490,14,0.99,-6,-2,-8,-4.5
O=C(N/N=C/c1ccc2c(c1)OCO2)c1ccc(Cl)cc1Cl,2,3,-8,0.95,-6,1,-30,0.2
Cc1ccc(OCc2n[nH]c(=S)n2-c2ccc(Br)cc2)cc1,3,11,1,0.74,4,1,12,0.8
COc1ccc(NC(=O)COC(=O)CCCc2c[nH]c3ccccc23)cc1OC,-9,11,3,0.84,-16,-1,-11,-1.2
Cn1c(SCC(=O)Nc2ccccc2Br)nnc1-c1cnccn1,0,1,8,0.93,5,4,5,-0.7

# Among those listed so far, two have two or more sulfur atoms.
SMILES,NR3A LBD binder,SENP8 inh,PfGluPho inh,hIAP activ,ATG4B inhibitor,SENP1 inh,SENP6 block,MPTP inh
CCn1c(O)c(/C=C2\C=NN=C2c2ccc(C)cc2)sc1=S,12*,39,-6,1.1,-1,-19,4,3.0
Cc1cc(NC(=O)CSc2nc(-c3ccc(Cl)cc3)cs2)no1,-1,12,-13,0.98,5,0,-9,5.4

# Going on with the list.
SMILES,NR3A LBD binder,SENP8 inh,PfGluPho inh,hIAP activ,ATG4B inhibitor,SENP1 inh,SENP6 block,MPTP inh
O=C1CCC(=O)N(O)CCCCCNC(=O)CCC(=O)N(O)CCCCCNC(=O)CCC(=O)N(O)CCCCCN1,0,18,-5,1.2,-7,-5,4,0.1
Cc1cc(NC(=O)CCNS(=O)(=O)c2ccc3[nH]c(=O)oc3c2)ccc1Br,1,17,-9,1.3,-12,0,23,5.1
CCC(c1nnnn1Cc1ccc(F)cc1)N1CCN(C2CCCCC2)CC1 (stereo not drawn),-1,20,-9,1.1,2,1,-13,0.5
C[C@@H](C(O)c1ccccc1)N(C)C(=O)CCc1ccccc1 (stereo partly drawn),-3,1,-5,0.77,-9,0,-7,0.1
CCC(C)N(C(=O)COC(=O)Cc1n[nH]c(=O)c2ccccc12)C1CCS(=O)(=O)C1 (stereo not drawn),-2,14,-12,1.1,-4,1,17,-1.1
COc1ccc(C(=O)N2CCOC2CNC(=O)C(=O)NCc2ccc(F)cc2)cc1 (stereo not drawn),0,5,-2,1.2,-5,0,-17,-2.2
Cc1cccc(NC(=O)C(C)C(=O)c2ccccc2)c1 (stereo not drawn),-2,6,0,0.93,-5,1,-5,-0.2
O=C(CNC1CCCCC1)Nc1ccc(Cl)cc1,0,21,-18,1.1,0,1,9,1.8
CCN1CCN(c2cc(C)c3cc(NC(=S)N(CC)CC)ccc3n2)CC1,-2,-393,6,1,-2,-44,9,1.0
CCN1C(=O)/C(=C\C(=O)c2cccs2)c2cc(Br)ccc21,32*,10,30,0.79,0,-2,-9,-2.3
Cc1occc1-c1nnc(SCC(=O)Nc2ccccc2)n1C(C)c1ccccc1 (stereo not drawn),-3,7,17,0.88,0,0,-20,-2.8
Cc1cc(-c2ccccc2)n(-c2ccccc2)n1,0,15,12,1.2,-2,2,-1,3.2
CCS(=O)c1ccccc1C(=O)OCC(=O)Nc1ccc2ccccc2c1 (stereo not drawn),0,2,9,0.98,-7,-1,15,0.5
O=C(Nc1ccc(CN2CCOCC2)cc1)c1ccc(F)cc1,-1,8,0,0.88,3,3,-15,-0.3
O=C(O)CSc1cc(NS(=O)(=O)c2cccc([N+](=O)[O-])c2)c2ccccc2c1O,-8,12,106*,·,-13,-1,·,21
CCOc1ccccc1NC(=O)CSc1nnc(CNC(=O)c2cccs2)o1,-1,13,-11,1.1,1,3,-12,0.0
Cc1cccc(C)c1NC(=O)/C(C#N)=C/c1ccc(-c2ccc(C(=O)O)cc2)o1,-1,-54,3,0.84,1,-27,29,-1.3
O=C1CCCCC1(c1ccccc1)c1ccccc1,1,5,13,·,-12,-1,·,-1.5
CC(C)N(Cc1nnc(-c2ccc(Cl)cc2)o1)C(=O)c1cc2ccccc2o1,-3,-63,20,1,3,-17,-10,0.2
Clc1ccccc1OCCCCn1ccnc1,0,14,8,1.2,1,3,-16,-2.2
C=CCn1c(SCC(=O)c2cccs2)nc2sc(CC)cc2c1=O,1,16,-8,1,-4,1,-16,91*
C=CCOC(=O)C1=C(C)Nc2nc3ccccc3n2C1c1ccncc1 (stereo not drawn),-1,-79,6,0.84,4,-1,0,1.2
O=C(Nc1ccccc1Sc1ccccc1)c1ccccc1,1,36,0,0.89,19,-1,13,0.0
CCC(CC)NC(=O)C1CCN(c2ccc(S(=O)(=O)N3CCOCC3)cc2[N+](=O)[O-])CC1,-1,17,6,0.87,-2,2,-2,-1.4

# Entries of single compounds as entered above. Order of values: NR3A LBD binder | SENP8 inh | PfGluPho inh | hIAP activ | ATG4B inhibitor | SENP1 inh | SENP6 block | MPTP inh
# COc1cccc(/C=C/c2ccncc2)c1OC is listed as 4 | -490 | 14 | 0.99 | -6 | -2 | -8 | -4.5
# CC(C)N(Cc1nnc(-c2ccc(Cl)cc2)o1)C(=O)c1cc2ccccc2o1 is listed as -3 | -63 | 20 | 1 | 3 | -17 | -10 | 0.2
# O=C(Nc1ccc(CN2CCOCC2)cc1)c1ccc(F)cc1 is listed as -1 | 8 | 0 | 0.88 | 3 | 3 | -15 | -0.3
# CCC(CC)NC(=O)C1CCN(c2ccc(S(=O)(=O)N3CCOCC3)cc2[N+](=O)[O-])CC1 is listed as -1 | 17 | 6 | 0.87 | -2 | 2 | -2 | -1.4
# COc1ccc(NC(=O)COC(=O)CCCc2c[nH]c3ccccc23)cc1OC is listed as -9 | 11 | 3 | 0.84 | -16 | -1 | -11 | -1.2

# Ordered by value in ATG4B inhibitor (descending): 6 from the list above
canonical_smiles | ATG4B inhibitor
O=C(Nc1ccccc1Sc1ccccc1)c1ccccc1 | 19
C=CCOC(=O)C1=C(C)Nc2nc3ccccc3n2C1c1ccncc1 (stereo not drawn) | 4
CCOc1ccccc1NC(=O)CSc1nnc(CNC(=O)c2cccs2)o1 | 1
CCC(CC)NC(=O)C1CCN(c2ccc(S(=O)(=O)N3CCOCC3)cc2[N+](=O)[O-])CC1 | -2
C=CCn1c(SCC(=O)c2cccs2)nc2sc(CC)cc2c1=O | -4
O=C1CCCCC1(c1ccccc1)c1ccccc1 | -12

# (cont.)
SMILES,NR3A LBD binder,SENP8 inh,PfGluPho inh,hIAP activ,ATG4B inhibitor,SENP1 inh,SENP6 block,MPTP inh
COc1ccc(N(CC(=O)NC2CCCCC2)C(=O)CNC(=O)c2cccs2)cc1OC,-1,2,-9,1,0,1,-16,-0.8
CCn1cc(-c2n[nH]c(=S)n2-c2ccc(C)cc2Br)c(=O)c2ccc(C)nc21,0,-4,31,1,-10,-1,-18,1.0
CCc1ccc(C(=O)NNC(=O)c2cccc(N3C(=O)CCC3=O)c2)cc1,0,1,8,1.1,4,2,-14,-0.8
COCCn1ccc2c(OCC(=O)Nc3cc(OC)ccc3OC)cccc2c1=O,-1,-61,1,0.9,-10,0,-6,1.0
Cc1ccc(NC(=O)CN2C(=O)NC3(CCCC3)C2=O)nc1,5,8,-7,0.96,-6,1,3,-1.1
C=CCN(CC=C)CC(=O)Nc1ccc(S(N)(=O)=O)cc1,-7,11,-13,1.1,-3,0,0,-2.4
COc1ccc(N2CCN(C(=O)c3ccc(CSc4ccccc4)cc3)CC2)cc1,1,10,-2,1.1,2,1,3,3.0
O=C(Nc1cccc(Cl)c1)c1cc(S(=O)(=O)NCCc2ccc(Cl)cc2)ccc1F,32*,3,-5,0.91,-10,-1,-15,70*
COc1ccc(NC(=O)CS(=O)(=O)c2ccccc2Cl)cc1,2,12,16,0.96,-5,0,-38,-0.5
COCOCCn1cc(CN2CCS(=O)(=O)N(Cc3ccc(-c4cccc(CO)c4)cc3)C(C)C2=O)nn1 (stereo not drawn),·,5,0,·,·,1,·,3.0
Brc1cccc(OCCN2CCOCC2)c1,0,9,-7,1.2,2,-2,-11,0.5
O=C(CNC(=O)c1ccc(Cl)cc1Cl)NCCCn1ccnc1,0,4,-8,0.84,-6,-1,5,-6.9
